MEX-5 binding – C. elegans MEX-5 TCR-2 RNA binding activity. Q9XUB2. MEX-5/FITC-TCR2 RNA binding, fluorescence polarization; stronger effect = lower value. activity score (negative = inhibition of binding), % at 10 µM. hit rate 0.38% among 300,000;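 active = inhibition past about -25% in most replicates, and total fluorescence under double the plate's negative control median, limit read from the data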;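 also: 0% = DMSO and -100% = 5 µM competing unlabeled TCR2 RNA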
BCLXL inh – Bcl-xL (human) inhibition; Q07817; GST-Bcl-xL / FITC-Bim BH3 peptide fluorescence polarization; inhibition, % at 10.9 µM; hit rate 0.7% among 320,000;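 active = inhibition above the mean of all tested compounds plus 3 SD, cutoff set per campaign, cut at about 30% in these data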;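 also: 0% = DMSO wells and 100% = unlabeled Bim-BH3 peptide competitor; inhibitors lower millipolarization by displacing the labeled peptide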
VLA-4 inh – inhibition in a human VLA-4 binding assay; VLA-4 expressing cells, ligand binding flow cytometry; hit rate 0.2% among 330,000; P13612; AID 2557; inhibition, % (about 7 µM as worked out from the volumes in the protocol); in the data active = inhibition above about 50%
GLD-1 TGE inh – GLD-1-TGE RNA interaction inhibition (C. elegans) | Q17339 | purified GLD-1 + fluorescein TGE RNA, fluorescence polarization | inhibition, % at 5.96 µM | hit rate 0.44% among 320,000 | AID 2280;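 active = percent inhibition above a per-plate cutoff, the plate mean of test compounds plus 3 SD, cut at about 30% in these data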;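 also: 0% = DMSO wells with GLD-1 and probe and 100% = wells lacking GLD-1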
Target sequence (Q17339 whole entry, looked up): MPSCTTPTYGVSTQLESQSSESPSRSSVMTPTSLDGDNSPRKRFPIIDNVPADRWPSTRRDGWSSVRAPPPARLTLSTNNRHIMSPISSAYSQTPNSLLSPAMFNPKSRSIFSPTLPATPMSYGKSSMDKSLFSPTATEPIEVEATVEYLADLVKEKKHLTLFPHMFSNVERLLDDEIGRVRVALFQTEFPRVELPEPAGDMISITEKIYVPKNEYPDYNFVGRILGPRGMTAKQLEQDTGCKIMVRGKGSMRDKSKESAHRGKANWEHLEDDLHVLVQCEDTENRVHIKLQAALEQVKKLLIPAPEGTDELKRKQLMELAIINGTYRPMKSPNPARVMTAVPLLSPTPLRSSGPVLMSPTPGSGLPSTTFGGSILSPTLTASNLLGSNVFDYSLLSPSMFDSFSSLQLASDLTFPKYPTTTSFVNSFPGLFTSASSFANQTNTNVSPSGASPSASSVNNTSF
MCL1-BIM inh – inhibitors of human MCL1 binding to BIM-BH3 peptide; Q07820; GST-MCL1 / FITC-Bim-BH3 fluorescence polarization; inhibition, % at 10.9 µM; hit rate 0.68% among 320,000; AID 2057;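 active = inhibition above the mean inhibition of all tested compounds plus 3 SD, set per campaign, cut at about 40% in these data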;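 also: 0% = DMSO wells and 100% = unlabeled Bim-BH3 peptide control; higher means more loss of mP so more displacement of Bim peptide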
Target sequence (Q07820 whole entry, looked up): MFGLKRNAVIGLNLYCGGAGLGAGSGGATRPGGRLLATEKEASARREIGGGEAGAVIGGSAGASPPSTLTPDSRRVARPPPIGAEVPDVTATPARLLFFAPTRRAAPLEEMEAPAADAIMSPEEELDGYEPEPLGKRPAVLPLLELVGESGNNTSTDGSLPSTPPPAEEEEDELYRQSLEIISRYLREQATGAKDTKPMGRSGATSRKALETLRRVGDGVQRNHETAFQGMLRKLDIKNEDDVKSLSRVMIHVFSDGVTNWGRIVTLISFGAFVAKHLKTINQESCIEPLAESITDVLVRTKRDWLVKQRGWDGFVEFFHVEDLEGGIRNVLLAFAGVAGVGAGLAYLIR
CIT2 TOR yeast – modulators of TOR pathway CIT2-GFP in S. cerevisiae | AID 2029 | GFP response vs DMSO, % at 10 µM | S. cerevisiae CIT2-GFP strain, flow cytometry, 3 h; 100 means same as DMSO wells | hit rate 0.065% among 320,000;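 active = GFP response relative to DMSO above a set limit, near the screen mean plus 3 SD, cut at about 150% in these data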;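 also: ratio of well median GFP fluorescence to mean of DMSO wells on the plate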
AGP1 TOR yeast – alters AGP1-GFP fluorescence in TOR pathway yeast screen; S. cerevisiae AGP1-GFP multiplex flow cytometry, 3 h; GFP as percent of DMSO wells; GFP response vs DMSO, % at 10 µM; hit rate 0.02% among 320,000; AID 2066;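 active = GFP response relative to DMSO above a set limit, near screen average plus 3 SD, cut at about 150% in these data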;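 also: median GFP channel fluorescence of the gated AGP1 strain per well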
Fam108B counter – Fam108B inhibition, counter-screen for RBBP9 inhibitors; recombinant Fam108B, FP-Rh probe fluorescence polarization; inhibition, % at 9.51 µM; hit rate 0.33% among 300,000; AID 1947;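 active = inhibition above the screen mean inhibition plus 3 SD, computed separately per campaign, cut at about 18% in these data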;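 also: inhibitors lower polarization as less probe binds the enzyme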
GRK2 aptamer HTS – blocks RNA aptamer binding to human GRK2 | bead flow cytometry, FAM-aptamer displacement from GRK2 | inhibition of aptamer binding, % at 10 µM | hit rate 0.59% among 330,000;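 active = inhibition of aptamer binding above 40%, roughly 3 SD of noise, on plates passing a quality check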;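 also: median bead fluorescence of bound FAM aptamer so fluorescent compounds give negative values; no value below 0 was filed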
Active calls of the source: *; x = no result given. Compounds were not picked by outcome; overall some 2.2% were active at least once.

Structure,MCL1-BIM inh,VLA-4 inh,AGP1 TOR yeast,GLD-1 TGE inh,Fam108B counter,MEX-5 binding,CIT2 TOR yeast,GRK2 aptamer HTS,BCLXL inh
CC(=O)c1cc(C#N)c(Oc2ccccc2)nc1C,-5,5,98,8,-2,-1.0,103,1,-2
Cc1[nH]c(-c2ccc3c(c2)OCO3)nc1C(=O)O,6,-7,97,-1,-4,-1.7,99,0,6
Cc1cc(C)nc(SC2CCOC2=O)n1 (centres undefined),-4,1,108,-1,-3,0.2,113,0,-4
Cc1ccc(S(=O)(=O)c2cn(Cc3ccc(F)cc3)c3cc4c(cc3c2=O)OCO4)cc1,1,-27,94,-2,-2,0.2,86,1,1
O=C1CCc2cc(S(=O)(=O)NCCC(=O)NC3CCCCC3)ccc2N1,-1,-5,116,1,1,1.1,111,3,3
COc1ccc(S(=O)(=O)N[C@@H](Cc2ccc(Cl)cc2)C(=O)N2CC[C@@]3(O)CCCC[C@H]3C2)cc1,0,-13,100,4,2,0.7,104,1,3
CC1CN(C(=O)c2cccc(S(=O)(=O)N3CCN(c4ccc(F)cc4)CC3)c2)CC(C)O1 (centres undefined),1,5,92,2,0,-3.6,93,6,2
CC(Cc1c[nH]c2ccccc12)NC(=O)C1CCCNC1=O (centres undefined),7,0,106,8,2,0.9,100,0,-2
Cc1ccc(C(=O)N(CC#N)CC#N)cc1C,5,1,102,2,-4,2.0,100,0,5
N/C(=N\NC(=O)c1cccs1)c1cc2ccccc2oc1=O,-1,22,91,6,0,-5.3,90,0,-7
OCCCNC(=S)Nc1ccc(Oc2ccccc2)cc1,17,1,108,2,1,1.6,103,0,-1
Cn1c(C(=O)NC2CC2)cc(=O)n(C)c1=O,1,18,100,7,-3,-2.0,96,2,3
Cc1ccc(CNC(=O)C(=O)NCC2OCCN2S(=O)(=O)c2ccc(C)cc2)cc1 (centres undefined),-5,-6,103,-3,-5,0.4,90,0,-6
O=C(O)CCN1C(=O)NC2(CCCC2)C1=O,-14,16,103,-4,-3,1.9,92,1,-2
CC(=O)Oc1ccc2nc(-c3cccs3)oc(=O)c2c1,-4,16,92,-4,16,2.3,92,0,4
COc1ccccc1CNC(=O)C1(c2ccc(Cl)cc2)CC1,4,3,102,4,2,1.1,102,0,4
COc1ccc(CC(=O)Nc2cc(C)c3c(=O)oc4ccccc4c3n2)cc1,2,13,96,-5,-2,-4.3,93,4,3
Cc1c(NC(=O)c2ccc(-c3cccc([N+](=O)[O-])c3)o2)c(=O)n(-c2ccccc2)n1C,0,10,102,4,2,-0.1,103,1,6
CCCCCc1c2c(cc(O)c1C(=O)O)OC(=O)c1c(cc(OC)cc1C(=O)CCCC)O2,5,-15,96,0,3,-6.0,94,0,3
Cc1nnc(SCC(=O)Nc2nccs2)n(N)c1=O,0,-1,89,-2,1,1.3,97,2,3
CCN1CCN(c2cc(C)c3cc(NC(=O)c4cncc(Br)c4)ccc3n2)CC1,-4,30,104,-10,3,1.0,97,6,-5
COCCN(CCOC)c1ncc(Cl)c(C(=O)c2c(C)cc3ccccn23)n1,4,11,102,3,10,1.6,104,0,6
COc1cc(/C=C(/C#N)C(=O)c2c(C)[nH]c3ccccc23)ccc1OCC#N,-4,-7,111,-2,-2,-1.1,98,0,1
c1ccc2c(N3CCCCC3)ncnc2c1,3,-4,101,5,-3,0.6,111,0,6
COc1ccc(CC2=CC(=O)c3ccccc3C2=O)cc1,29,-2,101,12,10,-1.7,101,1,24
Cc1ccc(NS(=O)(=O)c2cccc(C(=O)Nc3c(C)n(C)n(-c4ccccc4)c3=O)c2)cc1,4,3,99,-2,-1,0.3,95,0,4
Cc1ccc(S(=O)(=O)N2CCCCC2)cc1NC(=O)CSc1ncnc2ccccc12,-3,1,105,1,1,2.3,108,17,1
Cc1ccc(S(=O)(=O)NC(=O)Nc2cccc([N+](=O)[O-])c2)cc1,2,-2,96,-6,5,0.7,101,0,3
Cc1nn(C)c(C)c1S(=O)(=O)N1CCC(C(=O)NC2CCCCCC2)CC1,0,1,102,1,-1,-1.2,98,0,3
CCOC(=O)/C(=N/Nc1ccc(C)cc1)S(=O)(=O)c1ccc(Cl)cc1,-1,7,105,9,-6,1.4,86,2,2
CCN1CCN(Cc2cc(=O)oc3cc4c(cc23)CCC4)CC1,5,3,116,-6,-4,0.7,117,2,3
COc1ccc(CNC(=O)CSc2nnnn2-c2ccccc2)cc1,0,-2,77,0,5,0.6,67,2,-3
CCOC(=O)c1c(C#N)c(SCC(=O)Nc2ccc(OC)cc2)nc2c1CN(CC)CC2,9,-1,97,-6,-1,3.6,99,0,2
O=C(O)c1ccccc1NS(=O)(=O)c1cccc(C(F)(F)F)c1,5,-6,106,2,3,0.1,101,0,6
COc1ccc(CCNC(=O)c2nnn(-c3ccc4c(c3)OCCO4)c2N)cc1OC,3,0,105,-2,2,-2.0,102,0,2
CC(=O)Nc1ccc(S(=O)(=O)Nc2ccc3ccccc3n2)cc1,2,-5,105,-3,-2,-0.9,103,5,5
COc1ccc(Nc2nc(OC)nc(OC)n2)cc1,0,3,94,10,-5,-1.1,98,2,6
COCCNC(=O)CN(CC1CCCO1)C(=O)CCC(=O)Nc1ccccn1 (centres undefined),-3,10,106,4,1,0.7,100,2,3
CC(=O)NNC(=O)CN1C(=O)/C(=C/c2ccccc2)SC1=S,7,9,100,-5,-2,-0.4,94,0,4
Cc1nc2ccccc2c2ncccc12,4,4,91,-7,2,1.0,103,0,1
CCOc1cccc(-c2nnc3sc(COc4ccc(OC)cc4)nn23)c1,-2,0,93,2,-6,-0.4,89,3,0
COc1cc(CCC(=O)Nc2c(C(=O)N3CCN(c4ccccc4OC)CC3)oc3ccccc23)on1,2,8,110,0,3,-1.6,102,2,1
CCC(=O)Nc1nnc(SCC(=O)N2c3ccccc3CC2C)s1 (centres undefined),6,9,90,-2,0,0.5,89,0,3
Cc1cc(C)cc(-n2nnnc2SCC(=O)Nc2nc(-c3ccc(Cl)cc3)cs2)c1,-4,-9,103,5,-19,0.7,103,0,-1
O=C(Oc1ccc([N+](=O)[O-])cc1)c1cccnc1,1,-2,87,-10,-1,0.7,106,0,-7
Cc1ccc(Cc2c(C)nc3nc(SCC(=O)NCCN4CCOCC4)nn3c2C)cc1,1,5,x,10,1,3.2,96,0,1
O=C(Nc1ccc2c(c1)Cc1ccccc1-2)c1ccncc1,7,0,90,5,1,3.4,97,0,6
COc1ccc(OC)c(CNC(=O)CCC(=O)N2Cc3ccccc3Oc3ncccc32)c1,21,9,98,-1,2,0.7,97,0,-2
CC1(C)C2CCC1(CS(=O)(=O)Nc1ccc(S(=O)(=O)NC3CCCCC3)cc1)C(=O)C2 (centres undefined),6,-21,118,2,-1,1.8,102,3,1
O=C1c2ccccc2C(=O)N1CCC#Cc1ccc2cc(CCO)oc(=O)c2c1,4,-13,100,-7,x,x,105,0,3
S=C(NCCCN1CCOCC1)Nc1ccc(Cl)cc1,20,23,102,7,4,0.5,107,0,0
Cc1cccc(N2CCN(C(=O)CCC(=O)N3CC(C)Oc4ccccc43)CC2)c1C (centres undefined),2,5,101,3,-6,2.1,105,1,4
C=CCN(c1ccccc1)S(=O)(=O)c1cccc(C(=O)Nc2ccncc2)c1,-3,26,104,-8,-9,-0.1,100,0,-2
CCOC(=O)COc1c(OC)cc(Cl)cc1C1Nc2ccccc2C(=O)N1c1cccc(C)c1 (centres undefined),-3,39,78,4,-3,0.6,70,0,5
C[C@H](NC(=O)[C@@H]1Cc2ccccc2CN1C(=O)OC(C)(C)C)C(=O)NC1CCCC1,-4,6,89,-2,-2,1.0,112,1,5
O=C(Oc1ccc(-c2csnn2)cc1)c1cccs1,5,15,89,-2,-7,0.2,79,0,-1
O=C(Nc1ccc(-n2cccn2)cc1)C1CCN(Cc2ccccn2)CC1,12,-6,101,4,-5,1.4,107,0,8
O=C(Cc1c(F)cccc1Cl)NNC(=O)c1ccco1,x,6,102,2,x,x,99,3,x
O=C(Nc1cccc(S(=O)(=O)NC2=NCCC2)c1)c1ccccc1,x,-14,86,3,x,x,87,0,x
CC(C)C1Cc2nc(Cl)c(C#N)cc2CO1 (centres undefined),2,-7,110,-4,1,1.2,103,0,3

Remaining list, next part.
Structure,MCL1-BIM inh,VLA-4 inh,AGP1 TOR yeast,GLD-1 TGE inh,Fam108B counter,MEX-5 binding,CIT2 TOR yeast,GRK2 aptamer HTS,BCLXL inh
CC(C)NS(=O)(=O)c1ccc(CCC(=O)NCc2ccncc2)cc1,3,-10,105,12,-8,-1.3,105,0,7
COc1ccc(-c2ccc(/C=N/NC(=O)Cc3nnc(N)s3)o2)cc1Cl,1,-8,104,-1,-1,2.0,91,1,-2
CCOc1ccc(C(=O)NCC2CCCO2)cc1OCC (centres undefined),2,-3,103,6,2,-0.4,96,0,5
CCSc1nnc(NC(=O)CCNS(=O)(=O)c2cc(Br)cnc2N)s1,6,-5,100,3,-2,0.8,104,1,0
Cc1ccc(Cl)cc1NS(=O)(=O)c1ccc2c(c1)NC(=O)C(C)C(=O)N2 (centres undefined),1,-6,102,-4,-5,2.4,110,1,18
CCn1c2ccccc2c2cc(CN3CCN(S(C)(=O)=O)CC3)ccc21,5,10,93,1,5,1.5,98,x,2

Screening results deposited in PubChem BioAssay by several laboratories.
